Screening data from PubChem.
BAZ2B block: qHTS Assay for Inhibitors of BAZ2B | AID 504333, 2011 | AlphaScreen BAZ2B-H3K14Ac peptide displacement | Potency, µM (titrated, usually from 114 µM), without a hit: at the highest dose activity change, negative = inhibition, hits mostly inhibitors | hit rate 4.4% among 360,000 | Bromodomain adjacent to zinc finger domain protein 2B (Homo sapiens), Q9UIF8; also: potency is read from the fitted curve at half-maximal effect; % is scaled to controls: 0 for no effect and ±100 for the full control effect; nearly all actives have a fitted effect of over 60% in size
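AlphaScreen displacement: compounds (up to 110uM) incubated 30 min at room temperature with a preformed 50 nM BAZ2B/50 nM biotinylated H3K14Ac peptide complex in PBS pH 7.4 with Tween-20. Donor and acceptor beads at 10 ug/mL final added, 20 min light-protected before reading.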
Pin1 inhibitor: qHTS Assay to Find Inhibitors of Pin1; Peptidyl-prolyl cis-trans isomerase NIMA-interacting 1 (Homo sapiens), Q13526; Pin1 FP peptide displacement, HiFluor488, 10 min; Potency, µM (doses to about 115 µM), for the others: at the highest dose activity, negative = inhibition, usual class: inhibitors; hit rate 0.009% among 390,000; AID 504891, 2011; active = well fitted inhibition curve with a large enough effect in the polarisation, with a control signal flat, not every such curve was filed as active; inconclusive = small, poorly fitted or top-dose-only effect, or effect the other way, or a change in a side signal; inactive = no such curve, though single readings can be large or run the other way; the % refers to the polarisation; also: potency is read from the fitted curve at half-maximal effect; % is scaled to controls: 0 for no effect and ±100 for the full control effect
JMJD2A Tudor: qHTS Assay for Inhibitors of JMJD2A-Tudor Domain | Lysine-specific demethylase 4A (Homo sapiens), O75164 | AlphaScreen JMJD2A-Tudor / H3K4me3 peptide binding | Potency, µM (highest dose often 114 µM), for inactives: at the highest dose activity change, negative = inhibition, actives largely listed as inhibitors | hit rate 4.4% among 390,000 | AID 504339, 2011; also: potency is read from the fitted curve at half-maximal effect; % is scaled to controls: 0 for no effect and ±100 for the full control effect; nearly all actives have a fitted effect of over 50% in size
HP1b chromo inh: HTS for Inhibitors of HP1-beta Chromodomain Interactions with Methylated Histone Tails | Chromobox protein homolog 1 (Homo sapiens), P83916 | Potency, µM (titrated, usually from 114 µM), without a hit: at the top dose activity change, negative = inhibition, most hits filed as inhibitors | hit rate 0.56% among 390,000 | AlphaScreen HP1-beta / biotin-H3K9me3 peptide binding | AID 540317, 2011; also: potency is read from the fitted curve at half-maximal effect; nearly all actives have a fitted effect of over 70% in size; inactives centre near 23
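AlphaScreen: HP1-beta (50 nM) preformed 30 min with biotin-H3(1-18)K9me3 peptide (50 nM) in PBS pH 7.4, 0.01% Tween-20. Compound added for 30 min at RT, then streptavidin donor/nickel chelate acceptor beads (10 ug/mL) for 30 min.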
GLS inh: qHTS for Inhibitors of Glutaminase (GLS); Glutaminase kidney isoform, mitochondrial (Homo sapiens), O94925; GLS enzymatic activity, qHTS titration; Potency, µM (titrated, usually from 45.5 µM), inactives show at the highest dose activity change, negative = inhibition, actives largely listed as inhibitors; hit rate 0.21% among 410,000; also: potency is read from the fitted curve at half-maximal effect; % is scaled to controls: 0 for no effect and ±100 for the full control effect
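Human kidney-isoform GLS in 45 mM KH2PO4 pH 8.2, 0.02% Tween-20, with compound, started with 1mM L-Glutamine (added stock). Glutamate oxidase/HRP/Amplex red coupled fluorescence read at start and after 30 min at RT.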
PI4K2A block: qHTS for small molecular inhibitors of PI4K2A; hit rate 0.13% among 420,000; Phosphatidylinositol 4-kinase type 2-alpha (Homo sapiens), Q9BTU6; activity change, negative = inhibition, % at 76.9 µM; purified PI4K2A, ADP-Glo luminescence, 1 h; stronger effect = lower value; in the data active = activity change below about -50%; inconclusive = mostly about -30% to -49%;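 also: -100% = wells without enzyme as full effect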
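PI4K2A activity was measured by ADP-Glo luminescence: enzyme (4 ug/mL stock) and phosphatidylinositol (1.2 mM stock) in Tris pH 7.5/MgCl2/EGTA/Triton X-100 buffer were reacted with ATP (300 microM stock) for one hour at ambient temperature.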
Tb PGK inh: qHTS Assay to Find Inhibitors of Phosphoglycerate Kinase; PGK/GAPDH coupled, Kinase-Glo luminescence, 60 min; Potency, µM (top dose mostly 57.5 µM), without a hit: at the highest dose activity change, negative = inhibition, hits mostly inhibitors; hit rate 0.043% among 380,000; also: potency is read from the fitted curve at half-maximal effect; % is scaled to controls: 0 for no effect and ±100 for the full control effect; nearly all actives have a fitted effect of over 60% in size
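Recombinant glycosomal PGK reaction used 1,3-bisphosphoglycerate generated in-well by GAPDH (100nM final) in 100mM TEA pH 7.6, 5mM MgCl2, 0.01% Tween-20. After 60 minutes at room temperature, ATP was read by Kinase-Glo Plus luminescence end-point.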
POLH inh: qHTS for Inhibitors of Polymerase Eta; hit rate 1.2% among 390,000; recombinant Pol eta, fluorescent DNA replication assay; Potency, µM (highest dose often 114 µM), inactives show top-dose activity change, negative = inhibition, actives largely listed as inhibitors; DNA polymerase eta (Homo sapiens), Q9Y253; also: potency is read from the fitted curve at half-maximal effect; % is scaled to controls: 0 for no effect and ±100 for the full control effect
Target sequence (Q9Y253 whole entry, looked up): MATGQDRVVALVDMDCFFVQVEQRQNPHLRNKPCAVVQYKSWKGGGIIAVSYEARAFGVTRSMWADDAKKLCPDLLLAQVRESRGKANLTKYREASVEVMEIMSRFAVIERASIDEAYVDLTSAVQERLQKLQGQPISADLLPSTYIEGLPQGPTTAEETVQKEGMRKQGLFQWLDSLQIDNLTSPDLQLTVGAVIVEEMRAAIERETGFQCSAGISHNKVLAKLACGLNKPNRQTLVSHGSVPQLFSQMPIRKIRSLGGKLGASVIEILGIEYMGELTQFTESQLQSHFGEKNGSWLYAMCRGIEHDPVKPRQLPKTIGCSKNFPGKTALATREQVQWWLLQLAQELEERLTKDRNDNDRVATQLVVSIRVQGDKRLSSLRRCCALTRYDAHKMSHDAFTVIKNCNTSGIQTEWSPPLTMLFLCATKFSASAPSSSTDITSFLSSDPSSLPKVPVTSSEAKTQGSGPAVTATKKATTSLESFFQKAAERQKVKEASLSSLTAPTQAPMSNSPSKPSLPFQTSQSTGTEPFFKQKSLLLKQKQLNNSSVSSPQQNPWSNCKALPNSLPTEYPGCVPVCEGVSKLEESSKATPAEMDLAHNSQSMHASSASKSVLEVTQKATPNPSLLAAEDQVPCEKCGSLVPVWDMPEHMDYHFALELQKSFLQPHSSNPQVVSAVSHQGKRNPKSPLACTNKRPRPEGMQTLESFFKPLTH
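Pol eta (10 nM) was preincubated with compounds for 15 min at room temperature, after which fluorescent replication substrate (50 nM final) was added to start the reaction. Fluorescence was read kinetically at 0 and 10 min.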
G9a block: qHTS Assay for Inhibitors of Histone Lysine Methyltransferase G9a | Histone-lysine N-methyltransferase EHMT2 (Homo sapiens), Q96KQ7 | G9a H3K9 monomethylation, AlphaScreen, 2 h | Potency, µM (top dose mostly 102 µM), for inactives: at the highest dose activity, negative = inhibition, most hits filed as inhibitors | hit rate 8.8% among 350,000 | AID 504332, 2011; also: potency is read from the fitted curve at half-maximal effect; % is scaled to controls: 0 for no effect and ±100 for the full control effect; nearly all actives have a fitted effect of over 75% in size
Target sequence (Q96KQ7 913-1193 limits assumed): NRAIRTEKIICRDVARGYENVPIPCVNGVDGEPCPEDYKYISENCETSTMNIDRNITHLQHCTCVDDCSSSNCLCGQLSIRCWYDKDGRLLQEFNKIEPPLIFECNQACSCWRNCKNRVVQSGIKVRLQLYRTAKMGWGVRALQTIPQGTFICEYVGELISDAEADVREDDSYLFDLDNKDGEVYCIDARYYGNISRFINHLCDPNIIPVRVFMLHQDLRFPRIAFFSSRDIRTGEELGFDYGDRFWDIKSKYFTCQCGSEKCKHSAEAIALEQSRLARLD
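Using a bead-based AlphaScreen, monomethylated H3K9 product from 2 h room-temperature reactions (G9a 20 nM, peptide 500 nM, SAM 20 uM) was detected with 0.5 ug/mL rabbit anti-H3K9me1 antibody.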
The depositor's hits bear a star; i = inactive; ? = inconclusive; / = no result given; & = joins results of further samples; [ ] = another dose, or the depositor's remark. Unless noted, calls follow the shape of the dose curve; as a rule, active = well fitted curve in the direction sought with a large enough effect; inconclusive = small, poorly fitted or top-dose-only effect, or another doubt; inactive = no such curve, though single readings can be large; an effect the other way counts as inactive or inconclusive. A portion of the library; count on the stated rates, not on these rows.

SMILES	BAZ2B block	Pin1 inhibitor	JMJD2A Tudor	HP1b chromo inh	GLS inh	PI4K2A block	Tb PGK inh	POLH inh	G9a block
O=C(NCc1cccnc1)C1CCCN(S(=O)(=O)c2ccccc2)C1 (centres undefined)	6.3%	7.9%	-2.2%	15.9%	19.6%	-0.3	1.2%	0.5%	-11.5%[12.7 µM]
O=C(NCc1ccc(F)cc1)c1ccncc1	32.4%[activator]	4.6%	-3.0%	11.3%	-1.1%	-3.3	i	-14.0%	/
N#CC1=C(N)C(C#N)(C#N)[C@H](c2ccoc2)[C@H]2CN(Cc3ccccc3)CC=C12	?	?	-35.3%	-2.0%	0.4%	-4.6	-3.4%	-23.7%	?
Cc1c(C)c2ccc(OCC(=O)Nc3ccc(CN4CCOCC4)cc3)cc2oc1=O	-19.9%	-0.2%	-4.5%	42.2%[activator]	-16.7%	4.6	-9.0%	-10.6%	-7.9%
O=C(COC(=O)CCC(=O)c1ccc(F)cc1)Nc1ccccc1	1.3%	2.0%	-9.0%	26.4%	-2.2%	6.6	i	-16.9%	22.2%[0.0925 µM]
COc1cc(C(=O)NC(=S)Nc2ccc(Cc3ccncc3)cc2)cc(OC)c1OC	-16.5%	15.6%	?	-1.0%	2.8%	5.4	i	-15.3%	-34.4%[2.33 µM]
CC(C)Oc1ccc(Cc2n[nH]c(=S)n2Cc2ccccc2)cc1Cl	-29.2%	-0.4%	-16.9%[11.4 µM]	-11.3%	29.0%	-1.4	i	7.6%	8.91µM*
C[C@H]1CCCCO[C@H](CN(C)S(=O)(=O)c2cn(C)cn2)[C@@H](C)CN([C@@H](C)CO)C(=O)c2cc(NS(=O)(=O)c3ccccc3)ccc2O1	/	/	/	/	0.3%	0.8	9.1%	-25.1%	/
COc1cccc(NC(=O)CCc2nnc3n(CC(C)C)c(=O)c4ccccc4n23)c1	1.6%	-3.7%	-13.1%	19.2%	-2.8%	-1.5	i	-10.2%	?
CCOc1ccc(N(CC(=O)Nc2ccccc2)S(C)(=O)=O)cc1	-5.8%	-1.1%	-22.9%	-1.7%	11.0%	-6.5	-8.4%	-7.6%	?
C=CCc1cc(/C=C2/NC(=O)N(CC(=O)OC)C2=O)cc(OC)c1O	-9.9%	8.4%	-12.0%	-5.7%	21.7%	-0.6	5.1%	-1.6%	-40.7%
CC(C)CN(CCCNC(=O)CN1C(=O)COc2ccc(S(=O)(=O)N3CCCCCC3)cc21)CC(C)C	-1.3%&24.4%	?	-16.0%&-24.5%	-2.8%&54.9%	-1.2%&2.2%	9.7&1.4	-2.1%	-22.2%&-13.1%	31.2%[59 µM]
Clc1nc2ccccc2nc1-c1ccccc1	16.0%	-2.8%	17.1%	54.1%[activator]	-1.2%	0.1	4.7%	-21.4%	7.9%
COc1ccc(Cn2cc(C(=O)c3ccc(C)c(C)c3)c(=O)c3ccccc32)cc1	-25.7%	22.6%	-19.2%	17.4%	0.7%	-0.1	-9.8%	-16.0%	-24.5%[59 µM]
Cc1cccnc1NC(=O)c1ccc2c(c1)NC(=O)C(C)S2 (centres undefined)	7.0%	4.1%	-4.8%	34.4%	-3.9%	-4.6	-2.9%	-4.3%	-3.3%
O=C(NC1CC(=O)N(c2cccc(F)c2)C1)c1ccc(S(=O)(=O)N2CCOCC2)cc1 (centres undefined)	-1.2%	-5.2%	-7.8%	-8.8%	-6.5%	1.1	-9.2%	-25.9%	-4.7%[59 µM]
CC(C)c1ccc(NC(=O)c2cc([N+](=O)[O-])ccc2N2CCOCC2)cc1	-32.5%	?	-35.5%	-5.9%	-0.3%	-1.1	1.9%	-5.3%	?
C=CCN1C(=O)c2ccc(C(=O)N(C)CC(=O)Nc3cccc(F)c3)cc2C1=O	-3.4%	5.4%	-12.5%	16.7%	-1.1%	2.0	-9.1%	-19.7%	29.9%
CC(C)c1nnc(SCc2ccc(CSc3nnc(C(C)C)n3N)cc2)n1N	1.6%	8.8%	9.7%	23.5%	-7.1%	3.0	2.9%	-19.6%	10.6%[59 µM]
Cn1nc(-c2ccc(Cl)cc2)c2cc(C(=O)NCC3CCCO3)sc21 (centres undefined)	6.1%	-0.5%	-32.4%	7.4%	1.3%	0.0	-6.7%	-0.2%	-2.8%
O=S(=O)(Nc1nc2ccc(Cl)cc2s1)c1cccs1	-14.3%	2.8%	-0.7%	32.8%	14.0%	2.0	-2.4%	-11.4%	?
C[C@@H]1CN([C@H](C)CO)C(=O)c2c(c3ccccc3n2C)-c2ccccc2CO[C@@H]1CN(C)C(=O)Nc1ccccc1C(F)(F)F	/	/	/	/	-1.8%	5.9	-9.7%	-11.0%	/
O=C(C1CCC(Cn2c(=O)[nH]c3ccccc3c2=O)CC1)N1CCN(c2ccccc2)CC1 (centres undefined)	-0.9%	1.1%	-29.0%	25.1%	1.8%	-1.2	1.3%	-21.6%	11.1%
Cc1cc(C)cc(C(=O)NCCn2cc(SCC(=O)N3CCOCC3)c3ccccc32)c1	9.4%	-4.0%	-2.1%	26.5%	2.3%	2.9	0.5%	-7.3%	-8.3%[59 µM]
O=C(Oc1ccccc1-c1nnco1)c1ccccc1	-6.4%	-0.5%	14.7%	57.3%	5.9%	4.4	5.6%	-12.9%	16.8%[59 µM]
Cn1c(=O)oc2cc(S(=O)(=O)Nc3cccc(C(=O)O)c3)ccc21	?	-5.7%	-3.7%	34.9%	1.2%	2.2	-2.0%	-20.6%	-9.7%[12.7 µM]
N/C(Cc1ccc([N+](=O)[O-])cc1)=N\OC(=O)c1cccc(Br)c1	-10.3%	-0.2%	-11.4%	14.8%	0.3%	0.2	/	-5.8%	-1.9%[59 µM]
O=C(N/N=C/c1c[nH]c2ccc(Br)cc12)c1ccccn1	-3.9%	1.0%	-13.9%	14.8%	-1.8%	-3.0	-0.7%	-13.8%	1.8%
Cc1cnc(NC(=O)c2sc3ccccc3c2Cl)s1	-0.7%	-6.5%	-3.3%	26.5%	-15.6%	3.1	-6.1%	-0.8%	15.6%
Cc1cccc(-c2nc(SCCCOc3cc(C)c(Cl)c(C)c3)n3[nH]c(=O)cc3n2)c1	0.8%	-9.5%	-17.5%	1.0%	-5.4%	-4.3	i	1.4%	22.1%[59 µM]
Cc1ccc(/C=C/C(=O)Nc2ccc([N+](=O)[O-])cc2)o1	50.1µM*	-6.2%	-7.7%	14.5%	-0.6%	4.0	-2.3%	-6.1%	28.2µM*
CCCCn1c(=O)c(C(C)=O)c(O)c2ccccc21	-4.7%	2.0%	4.2%	59.3%[activator]	2.3%	0.3	-3.0%	-7.1%	24.9%
CCc1nnc(NC(=O)CCc2c[nH]c3ccccc23)s1	-18.3%	-1.8%	-34.3%	6.8%	2.3%	4.0	i	-15.2%	3.6%
Cc1ccc(C(C(=O)NC2CCCCC2)N(Cc2cccnc2)C(=O)C2COc3ccccc3O2)o1 (centres undefined)	-6.3%	?	-32.0%	-2.5%	2.4%	-0.5	-8.2%	-0.5%	-27.9%
O=C(O)COc1ccc(Br)cc1/C=N/O	?	-1.0%	-31.6%	24.1%	4.2%	51.0	-3.2%	11.2µM*	56.2µM*
CCC(Oc1ccccc1)C(=O)NC1CCCCCC1 (centres undefined)	6.6%	2.1%	-5.4%	61.1%[activator]	2.2%	-3.7	-3.2%	7.6%	4.4%
CN(Cc1ccccc1)c1oc(-c2ccco2)nc1C#N	44.7µM*	-0.7%	?	?	-3.3%	0.7	-8.3%	-16.8%	?
N#Cc1ccc(C(=O)N2CCC3CC2c2cc(-c4ccccc4)ccc23)cc1 (centres undefined)	/	?	-19.2%	32.7%	1.0%	-0.6	2.3%	-17.1%	/
O=C(c1cccs1)N(Cc1ccco1)c1nc(-c2ccc(F)cc2)cs1	10.8%	28.0%	7.3%	58.0%[activator]	1.2%	6.1	-7.7%	-8.3%	-10.2%[59 µM]
COc1ccc(C(=O)Cn2nnc(-c3ccccc3NC(=O)c3ccco3)n2)cc1	4.8%	26.3%	-12.5%	13.0%	3.4%	-1.3	-7.8%	-28.1%	-20.1%[59 µM]
Cc1ccsc1/C=N/NC(=O)Cc1cccn1C	?	-1.2%	-23.0%	-8.1%	12.0%	-3.8	8.2%	-13.9%	?

A different layout for some results above:
SMILES | BAZ2B block | Pin1 inhibitor | JMJD2A Tudor | HP1b chromo inh | GLS inh | PI4K2A block | Tb PGK inh | POLH inh | G9a block
Cc1ccc(C(C(=O)NC2CCCCC2)N(Cc2cccnc2)C(=O)C2COc3ccccc3O2)o1 (centres undefined) | -6.3% | ? | -32.0% | -2.5% | 2.4% | -0.5 | -8.2% | -0.5% | -27.9%
O=C(O)COc1ccc(Br)cc1/C=N/O | ? | -1.0% | -31.6% | 24.1% | 4.2% | 51.0 | -3.2% | 11.2µM* | 56.2µM*
